Compound activity: PubChem, several laboratories
Bfl-1 Bim block = inhibitors of Bim-Bfl-1 interaction, human | inhibition, % at 10 µM | Bead-based flow cytometry, Bim-Bfl-1 binding inhibition | actives 0.12% (n = 190,000) | Q16548;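 also: 0% = wells without compound plus tracer and 100% = blocker peptide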
GSH fluor = compound fluoresces at 488/530 nm on GSH beads; actives 0.25% (n = 190,000); AID 1776; GSH beads flow cytometry, compound fluorescence 488/530 nm; hits give high values; fluorescence (KMESF) at 10 µM; in the data active = fluorescence above about 89;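 also: glutathione beads carrying GST-tagged Bcl family fusion proteins plus one bare bead set; values are compound well signal with DMSO vehicle wells as background; inactives centre near 16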
RGS8-Gao = regulators of human RGS8-Galphao interaction; P09471; multiplexed bead flow cytometry, RGS8-Galphao binding; actives lie on both sides; response (percent of control binding), % at 10 µM; actives 0.34% (n = 220,000); AID 1423; in the data active = response below about 60% or above about 140%; inactive = in between;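 also: Galphao activated as the GDP aluminium fluoride complex binding bead-coupled RGS8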
Target sequence (P09471 whole entry, looked up): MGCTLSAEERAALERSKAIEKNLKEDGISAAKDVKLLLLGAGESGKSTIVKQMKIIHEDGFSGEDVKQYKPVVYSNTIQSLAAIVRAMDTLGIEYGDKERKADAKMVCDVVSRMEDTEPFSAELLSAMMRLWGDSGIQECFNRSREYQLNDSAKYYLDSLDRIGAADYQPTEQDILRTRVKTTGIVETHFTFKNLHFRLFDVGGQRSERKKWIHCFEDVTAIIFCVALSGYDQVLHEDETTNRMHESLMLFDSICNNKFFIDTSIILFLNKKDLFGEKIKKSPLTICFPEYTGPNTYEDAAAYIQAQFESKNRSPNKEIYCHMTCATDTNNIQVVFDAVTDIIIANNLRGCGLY
Mcl1-Bid inh = disrupts binding of human Mcl-1 to Bid peptide. Q07820. TR-FRET Mcl-1/Bid-Dy647 peptide binding, 1536-well. inhibition, % at 21.7 µM. actives 0.97% (n = 220,000);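 active = compounds that cut the binding signal by more than half at the single screening dose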;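 also: His-tagged Mcl-1 with europium anti-His antibody binding Bid BH3 peptide; 0% = Mcl-1 plus peptide wells and 100% = peptide-only wells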
RGS4-Gao reg = modulates binding of RGS4 to human Galphao. AID 1415. Multiplexed bead flow cytometry; actives lie on both sides. P09471. actives 0.33% (n = 220,000). binding response (% of control), % at 10 µM; in the data active = binding response below about 49% or above about 150%; inactive = in between;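 also: fluorescent Galphao activated with aluminum fluoride binding bead-coupled RGS4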
RGS7-Gao = human RGS7-Galphao interaction regulation; P09471; Multiplexed bead flow cytometry, RGS7-Galphao binding; actives lie on both sides; binding response (% of control), % at 10 µM; actives 0.35% (n = 220,000); AID 1439; in the data active = binding response below about 49% or above about 150%; inconclusive = no clear call, values can overlap the other calls; inactive = in between;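 also: fluorescent Galphao held in activated GDP-AlF4 state binding bead-coupled RGS7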
Bcl-W Bim block = disrupts Bim peptide binding to human Bcl-W. bead-based flow cytometry. inhibition, % at 10 µM. actives 0.02% (n = 190,000). AID 952;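 also: 0% = bound tracer without compound and 100% = peptide blocker; higher means less fluorescent Bim peptide bound to Bcl-W beads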
Target sequence (Q92843 whole entry, looked up): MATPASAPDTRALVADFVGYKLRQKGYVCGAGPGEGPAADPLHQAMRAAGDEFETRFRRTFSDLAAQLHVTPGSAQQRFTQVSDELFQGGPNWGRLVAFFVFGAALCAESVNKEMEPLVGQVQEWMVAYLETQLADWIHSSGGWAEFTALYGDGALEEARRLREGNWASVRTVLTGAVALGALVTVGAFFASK
Bcl-XL Bim block = disrupts Bim peptide binding to human Bcl-XL | Q07817 | bead flow cytometry, fluorescence | inhibition, % at 10 µM | actives 0.04% (n = 190,000) | AID 1007
Target sequence (Q07817 whole entry, looked up): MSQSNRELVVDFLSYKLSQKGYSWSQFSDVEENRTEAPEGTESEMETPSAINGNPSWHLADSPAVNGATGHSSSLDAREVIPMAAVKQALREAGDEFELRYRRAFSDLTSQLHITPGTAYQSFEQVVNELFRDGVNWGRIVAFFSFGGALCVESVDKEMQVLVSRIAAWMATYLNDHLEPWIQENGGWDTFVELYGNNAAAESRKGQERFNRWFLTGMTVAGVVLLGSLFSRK
Bim-Mcl-1 = disrupts Bim peptide binding to human Mcl-1; actives 0.1% (n = 190,000); inhibition, % at 10 µM; Bead-based flow cytometry, Bim peptide-Mcl-1 binding; Q07820; AID 1009;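 also: 0% = no compound tracer wells and 100% = peptide blocker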
Bim-Bcl-2 = disrupts Bim peptide binding to human Bcl-2. Bead-based flow cytometry, Bim peptide-Bcl-2 binding. inhibition, % at 10 µM. actives 0.06% (n = 190,000). AID 950; in the data active = inhibition above about 40%; inconclusive = no clear call, values can overlap the other calls;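 also: 0% = no compound wells with probe peptide and 100% = reference peptide inhibitor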
Target sequence (P10415 whole entry, looked up): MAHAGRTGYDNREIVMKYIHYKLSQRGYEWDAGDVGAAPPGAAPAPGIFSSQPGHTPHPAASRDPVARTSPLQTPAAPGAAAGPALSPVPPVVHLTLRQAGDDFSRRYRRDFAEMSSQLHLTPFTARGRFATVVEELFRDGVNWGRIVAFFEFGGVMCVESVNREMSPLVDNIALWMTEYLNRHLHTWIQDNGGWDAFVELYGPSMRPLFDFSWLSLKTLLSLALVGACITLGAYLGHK
Bcl-B Bim block = human Bim-Bcl-B interaction inhibition; bead-based flow cytometry, Bim peptide-Bcl-B binding; actives 0.073% (n = 190,000); inhibition, % at 10 µM; Q9HD36;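 also: 0% = tracer peptide without compound and 100% = reference inhibitor peptide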
Numbers without * were called inactive; ? = inconclusive; [ ] = remark or other dose. Rule as the data show it, unless noted: active = inhibition above about 40%.

SMILES	Bfl-1 Bim block	GSH fluor	RGS8-Gao	Mcl1-Bid inh	RGS4-Gao reg	RGS7-Gao	Bcl-W Bim block	Bcl-XL Bim block	Bim-Mcl-1	Bim-Bcl-2	Bcl-B Bim block
O=C(c1cnsn1)N1CCN(c2ccccc2)CC1	-12	23	81	-12	118	248*[activator]	-1	-19	4	-5	-6
CSCCOC(=O)c1[nH]c2c(c1C)C(=O)CC(c1ccco1)C2 (stereo not drawn)	-10	19	99	-38	99	95	0	-4	0	-5	-6
COc1ccc(OC)c(S(=O)(=O)Nc2ccc(Oc3ccccc3)cc2)c1	-1	18	113	11	103	106	-3	-2	-6	-5	-2
COCCCNC(=S)N1CCN(C(=O)c2ccco2)CC1	-4	12	104	-51	102	106	-2	-3	-2	-2	-7
CC1(C)CC(=O)C=C(N2CCNCC2)C1	0	11	97	-64	93	98	-1	3	-1	-2	-2
Cc1ccc(-c2nnn(CC(=O)N(CCO)C(C(=O)NC3CCCCC3)c3ccncc3)n2)o1 (stereo not drawn)	-4	15	100	-18	99	?	3	1	0	2	-1
CNc1nnc(-c2ccc(N(C)C)cc2)s1	-4	19	78	-13	94	95	-6	-4	-8	-4	-11
CCCCn1c2c(c(=O)n(C)c1=O)C(c1ccc(OC)cc1)N1CCCCCC1=N2 (stereo not drawn)	0	14	99	-49	100	100	0	-5	0	0	-5
Cc1nc(N2CCC(C)CC2)c2nnn(Cc3ccccc3)c2n1	4	89*	84	14	82	84	5	10	5	6	3
O=C1S/C(=C\c2ccc(O)c([N+](=O)[O-])c2)C(=O)N1Cc1cccc([N+](=O)[O-])c1	-6	25	98	-17	101	99	-2	-3	-3	-4	-6
CCOC(=O)/C(C(C)=O)=C1\OC(=O)c2ccccc21	-1	20	95	-46	95	95	0	1	0	0	1
Cc1ccc(SC(c2ccc(C)cc2)C(Cn2cncn2)C(=O)c2ccccc2)cc1 (stereo not drawn)	-4	42	108	-26	109	112	0	0	-1	-6	-6
O=C(c1cc(-c2cccs2)on1)N1CCN(c2ccc(F)cc2)CC1	-2	29	102	-18	104	103	-2	-2	2	-2	-5
CCOC(=O)c1cc(-c2ccc(OC)cc2F)nc2c1c(C)nn2CCC#N	-15	23	103	-10	101	100	0	-2	-2	-4	-7
COc1ccc2c(c1)OC/C(=C/c1cccs1)C2=O	-6	14	97	-10	92	100	-5	-5	0	-3	-3
COc1ccc(C(=O)Nc2nc(C)c(C(=O)N(C)C)s2)cc1OC	-5	33	105	-25	99	101	-3	-3	-3	-4	-1
Cc1ccc(NC(=O)Cc2nc(CSc3nnc(-c4ccc5c(c4)OCO5)o3)cs2)cc1	-13	35	100	23	96	99	-3	2	0	-5	-7
CSc1nc(Oc2ccc(F)cc2)c2ccccc2n1	-5	25	100	-3	94	97	-1	0	0	-3	-4
O=C1CC(N2CCCCCC2)C(=O)N1c1ccc2c(c1)OCO2 (stereo not drawn)	-2	17	102	-9	99	99	2	-2	-6	0	-2
CNS(=O)(=O)c1cccc(C(=O)OCC(=O)c2cc(C)n(-c3ccc4c(c3)OCO4)c2C)c1	-2	9	101	-108	97	99	0	-3	-1	1	0

Just Bim-Bcl-2, RGS7-Gao and Bfl-1 Bim block (3 entries from above):
| Molecule | Bim-Bcl-2 | RGS7-Gao | Bfl-1 Bim block |
| --- | --- | --- | --- |
| O=C(c1cnsn1)N1CCN(c2ccccc2)CC1 | -5 | 248*[activator] | -12 |
| CSCCOC(=O)c1[nH]c2c(c1C)C(=O)CC(c1ccco1)C2 (stereo not drawn) | -5 | 95 | -10 |
| COc1ccc(OC)c(S(=O)(=O)Nc2ccc(Oc3ccccc3)cc2)c1 | -5 | 106 | -1 |

Next section.
SMILES	Bfl-1 Bim block	GSH fluor	RGS8-Gao	Mcl1-Bid inh	RGS4-Gao reg	RGS7-Gao	Bcl-W Bim block	Bcl-XL Bim block	Bim-Mcl-1	Bim-Bcl-2	Bcl-B Bim block
CCCCNc1ccc(C(=O)Nc2cccc(C)n2)cc1[N+](=O)[O-]	-10	25	100	6	99	99	-2	2	-2	-3	-6
CCC(=O)Nc1cccc(Oc2nc(C)cc(C)c2C#N)c1	-5	26	105	3	103	100	-1	-3	1	-5	-9
CC(C)N1C(=O)CCC1C(=O)NCc1cccs1 (stereo not drawn)	-4	19	103	-25	104	106	0	-5	4	-1	-5
CCOC(=O)C1(CC2CCCCO2)CCN(C(=O)Nc2ccc(C(=O)OC)cc2)CC1 (stereo not drawn)	-7	9	99	5	98	98	-1	-2	-3	-1	-2
O=C(CCC1CCCN(C(=O)C2=CCCCC2)C1)N1CCN(c2ccccn2)CC1 (stereo not drawn)	-7	11	100	-25	99	95	-2	-3	-1	-4	-2
CC(=O)c1cc2c(cc1NC(=O)Nc1cccc(Cl)c1)OCCO2	0	11	101	-26	98	101	-3	-2	0	-2	1
O=C(COc1cccnc1[N+](=O)[O-])NCc1cccs1	-6	26	106	-9	109	112	0	-4	-5	0	-10
Cc1ccc(N=C(N(C)C)P(=O)(N(C)C)N(C)C)c(C)c1	-6	9	102	-13	103	104	-2	-1	-2	-6	-5
Cc1ccc(CNc2ncnc(N)c2[N+](=O)[O-])cc1	-2	13	100	-7	98	93	-1	0	0	-4	-2
O=C(CNC(=O)c1ccc(Cl)cc1)OC1CCOC1=O (stereo not drawn)	-9	11	100	-4	98	96	-4	-3	-6	-3	-8
CCn1c(SCC(=O)NCCOC)nc2sc(C)c(C)c2c1=O	-9	46	104	11	101	103	1	2	0	-4	-8
O=S(=O)(Cc1ccccc1)N1CCCC1	-5	68	101	-28	99	101	0	0	-2	-2	-3
O=C(Cc1ccccc1)Nc1ccc(CN2CCOCC2)cc1	-12	17	101	1	98	98	0	-6	-4	-10	-8
Cc1cc(NC(=S)N(Cc2ccc(Br)cc2)Cc2ccc(C(=O)O)cc2)ccc1Cl	-7	15	98	-24	99	98	-2	-8	0	-1	-7
CC(C)NS(=O)(=O)c1ccc(OCC(=O)NCc2cccnc2)cc1	0	16	99	-3	91	89	1	3	-4	0	0
O=C(Nc1nc(N2C(=O)c3ccccc3C2=O)n(-c2ccccc2)n1)c1ccccc1	-3	25	104	-16	96	95	-5	-5	-4	0	-6
CCCn1c(=N)c(C#N)cc2c(=O)n3cccc(C)c3nc21	-5	15	105	4	103	103	3	-3	0	-3	-9
CC(C)Sc1nc2ccc(N3C(=O)C4CCCCC4C3=O)cc2s1 (stereo not drawn)	0	10	65	0	88	89	-4	0	-3	-3	-6
O=C(CCn1nnc2ccccc21)Nc1nnc(Cc2ccccc2)s1	3	29	96	-10	95	100	-2	0	-4	3	-12
CC(C)=C1C(=O)NN(c2cccc(Cl)c2)C1=O	4	10	101	-38	96	99	-2	-9	-7	2	0
Cc1ccc(S(=O)(=O)Nc2cc(Cl)c(O)cc2C)cc1	-20	27	102	-10	102	101	0	-8	-3	-18	-11
CCOC(=O)c1cc(OC(=O)c2cccs2)n(-c2ccccc2)n1	-15	34	104	-42	104	103	-1	-14	-7	-14	-8
CC(C)CC(=O)Nc1cccc(-c2csc(-c3ccccc3)n2)c1	-15	38	102	-9	104	102	-2	1	-2	-9	-9
Cc1ccc(-c2nnn(CC(=O)NCCC3=CCCCC3)n2)cc1	-3	18	105	0	94	95	-4	-1	-2	-6	-2
CCOc1ccc(S(=O)(=O)N(C)c2ccc(OCC(=O)NCc3ccc(C(=O)OC)cc3)cc2)cc1	-5	10	91	-31	88	75	-2	-8	0	-8	-4
CC(=O)Nc1ccc(C(=O)N/N=C/c2ccc(F)cc2)cc1	0	65	101	-12	103	101	-2	-4	0	-1	-1
COc1ccc2[nH]c(=O)c(CN(Cc3cccs3)C(=S)Nc3cccc(C)c3)cc2c1	10	9	106	-53	100	97	0	0	-9	0	4
Cc1nnc(SCC(=O)Nc2ccc3c(c2)OCO3)n(N)c1=O	-8	20	99	-8	99	103	0	-6	-1	-3	-7
CCOc1cc(N2CCOCC2)c(OCC)cc1NC(=O)COc1ncnc2ccc(Br)cc12	-12	31	102	41	101	99	-3	-12	-4	-7	-11
CCc1nnc2n1N=C(c1ccc(OC)cc1)CS2	-28	50	102	-2	102	103	-28	-26	-36	-31	-46
CCOC(=O)c1cccc(NC(=O)CCc2ccccc2)c1	-2	16	102	-18	104	?	-2	-6	-1	-1	-1
C=C(C)Cn1c(CCCNC(=O)C(C)(C)C)nc2ccccc21	4	9	105	-11	103	102	14	2	19	0	3
O=C(CCCn1cnc([N+](=O)[O-])n1)Nc1cccc(O)c1	-9	11	106	-28	102	100	-5	-5	-1	-2	-9
CCOC(=O)/C(C(N)=NCCO)=C(/O)c1ccccc1	-8	41	98	5	107	107	2	-1	0	-1	-5
CC(C)(C)C1(C)OC(=O)C(=Cc2ccc(OCC(=O)Nc3ccccc3)cc2)C(=O)O1 (stereo not drawn)	-3	6	101	-67	101	102	-1	-6	-2	-5	-4
COc1ccc(CN(C(=O)CSc2nnc(-c3ccccc3C)o2)c2ccc(F)cc2)cc1	-1	18	105	-1	105	103	0	0	0	1	-5
CCN(CC)S(=O)(=O)c1ccc(N2CCOCC2)c(NC(=O)c2cc(=O)[nH]c3ccccc23)c1	-2	18	98	-38	98	?	-1	-1	-1	-1	-4
CCOC(=O)c1cc(-c2ccccc2)sc1NC(=O)C(C)N1C(=O)c2ccccc2C1=O (stereo not drawn)	-15	17	98	-12	99	96	-1	-5	1	-6	-11
CN(Cc1ccccc1)C(=O)COc1ccc(-c2nnco2)cc1	-1	9	100	9	100	101	-3	-7	-5	-2	-8
O=C(CSc1nc(-c2ccc(F)cc2)cs1)N1CCc2ccccc21	0	23	95	-11	103	98	0	-3	2	1	-2
Cc1cc(-n2ccnc2)n2c(nc3ccccc32)c1C#N	-3	33	100	-4	99	98	-4	-8	-5	-4	-1
O=C(CSc1nnc(CNC(=O)c2cccs2)o1)NC1CCCCC1	-3	12	98	-15	99	102	-3	-2	0	4	1
COc1ccc(OC)c(N(CC(=O)Nc2ccc3c(c2)OCO3)S(=O)(=O)c2ccccc2)c1	1	18	102	10	102	100	-1	-2	2	1	-2
CN(C)S(=O)(=O)Nc1cc(Cl)cc(Cl)c1	-6	20	105	-8	109	110	-5	-7	-2	-6	-3
O=C(NCCc1ccc(Cl)cc1)/C(=C/c1cccnc1)NC(=O)c1ccccc1	3	7	104	-13	103	102	-3	-5	-4	2	-3
COc1ccc(Cn2nnnc2C(c2ccccc2OC)N2CCC(C(N)=O)CC2)cc1 (stereo not drawn)	-11	29	95	-15	99	98	-3	-5	0	-9	-9
CSc1nnc(-c2sc3cc(C(F)(F)F)cnc3c2-c2cccnc2)n1C	-5	27	98	-40	95	96	1	-4	3	-1	-4
Cc1noc(C)c1COC(=O)c1cccc(S(=O)(=O)N2CCCCCC2)c1	-5	30	97	6	102	102	-5	-5	-6	-8	-4
Cc1nc(NNC(=O)c2ccccc2)cc(-c2ccccc2)n1	-6	7	104	-32	101	102	6	-3	6	0	1
COc1cc(OC)c2c(=O)c(OC)c(-c3ccc(OC)c(OC)c3)oc2c1	1	24	94	4	91	89	3	1	-2	0	-3
Cc1cccc(-n2c3nc(=O)[nH]c(=O)c-3cc3cc([N+](=O)[O-])ccc32)c1	4	11	100	-38	101	102	0	0	0	0	-7
